# Compound activity (PubChem)
# SUMO1 PPI mod: modulators of SUMO1 protein-protein interactions, primary screen, biochemical, uHTS | SUMO1 binding to a labelled peptide, TR-FRET, 1 h | hit rate 0.33% among 360,000 | inhibition, % at 20 µM | AID 602429, 2012 | Small ubiquitin-related modifier 1 (Homo sapiens), P63165; in the data active means inhibition above about 37%
# Target sequence (P63165 whole entry, looked up): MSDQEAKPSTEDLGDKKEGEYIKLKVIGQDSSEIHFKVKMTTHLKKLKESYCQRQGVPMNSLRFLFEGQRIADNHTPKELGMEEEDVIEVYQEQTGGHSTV
# NadD inh: inhibitors of S. aureus NadD, primary screen, biochemical, colorimetric, uHTS | inhibition, % at 20 µM | AID 602399, 2012 | Nicotinate-nucleotide adenylyltransferase NadD (Staphylococcus aureus N315) | hit rate 0.78% among 360,000 | purified NadD enzyme, colorimetric absorbance read-out; in the data active means inhibition above about 26%; further: some compounds past the cut are filed as inactive
# LMPTP inh: LMPTP phosphatase inhibitors, primary screen, biochemical, fluorescence intensity, uHTS. hit rate 0.22% among 360,000. recombinant LMPTP-A, OMFP fluorogenic substrate. Low molecular weight phosphotyrosine protein phosphatase (Homo sapiens), P24666. AID 651560, 2012. inhibition, % at 20 µM;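 active means compounds that cut the enzyme signal by at least half of the control window in the single-dose screen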;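 further: plate controls were DMSO wells with enzyme plus substrate for no effect and substrate without enzyme for full effect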
# Target sequence (P24666 whole entry, looked up): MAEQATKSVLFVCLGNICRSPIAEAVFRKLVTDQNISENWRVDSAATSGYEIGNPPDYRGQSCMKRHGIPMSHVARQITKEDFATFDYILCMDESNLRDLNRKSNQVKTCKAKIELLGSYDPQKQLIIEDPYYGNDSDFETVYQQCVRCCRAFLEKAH
#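 Test system – LMPTP-A enzyme · Amount – LMPTP-A at 0.625 nM final in the reaction · Buffer or medium – Bis-Tris pH 6.0, DTT, detergent · Reagent – OMFP 400 µM · Doses – single 20 µM dose · Schedule – reaction 50 min, room temperature, dark · Detection – fluorescence intensity of OMFP turnover product · Evaluation – percent inhibition versus substrate-only and uninhibited controls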
# Scp1 inh: Scp-1 phosphatase inhibitors, primary screen, biochemical, colorimetric, uHTS. Recombinant Scp1, phosphopeptide, malachite green phosphate absorbance. hit rate 0.88% among 340,000. Carboxy-terminal domain RNA polymerase II polypeptide A small phosphatase 1 (Homo …. AID 493091, 2011. inhibition, % at 20 µM;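 active means inhibition above about 50% at 20 µM, limit read from the data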;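 further: plate controls were DMSO wells with enzyme for no effect and wells lacking enzyme for full effect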
# Target sequence (Q9GZU7 76-261 limits assumed): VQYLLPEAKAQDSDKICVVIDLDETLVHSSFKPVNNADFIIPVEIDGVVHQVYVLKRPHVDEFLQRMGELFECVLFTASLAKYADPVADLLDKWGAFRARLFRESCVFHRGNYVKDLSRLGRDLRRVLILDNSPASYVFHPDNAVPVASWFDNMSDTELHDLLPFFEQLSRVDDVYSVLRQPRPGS
#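 Test system: SCP-1 phosphatase catalytic domain, residues 76-261; measured by: colorimetric phosphate reagent with accelerator and stabiliser, absorbance at 630 nm; timing: enzyme reaction 45 min at room temperature, colour 5 min, stabilisation 30 min; also added: Phosphorylated 17-residue peptide substrate; compound dosing: one concentration, 20 µM, with 1.0% DMSO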
# NRP1-CendR mod: modulators of CendR peptide binding to NRP-1, primary screen, biochemical, fluorescence polarization, uHTS. Neuropilin-1 (Homo sapiens), O14786. FAM-RPARPAR peptide binding to NRP-1. inhibition, % at 25 µM. hit rate 0.85% among 360,000. AID 602438, 2012;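 active means inhibition or corrected inhibition above about 18%, plus a signal ratio from 0.5 to 1.5, limit read from the data, passing the limit was not always enough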; further: strong numbers were not always called active
# STEP inh: STEP phosphatase inhibitors, primary screen, biochemical, fluorescence intensity, uHTS; recombinant STEP, OMFP fluorogenic substrate; hit rate 0.25% among 360,000; inhibition, % at 20 µM;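 active means inhibition at 20 µM, scaled per plate between control wells, above about 37%, limit read from the data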;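 further: 0% = DMSO with enzyme and substrate and 100% = substrate only without enzyme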
# Target sequence (P54829 whole entry, looked up): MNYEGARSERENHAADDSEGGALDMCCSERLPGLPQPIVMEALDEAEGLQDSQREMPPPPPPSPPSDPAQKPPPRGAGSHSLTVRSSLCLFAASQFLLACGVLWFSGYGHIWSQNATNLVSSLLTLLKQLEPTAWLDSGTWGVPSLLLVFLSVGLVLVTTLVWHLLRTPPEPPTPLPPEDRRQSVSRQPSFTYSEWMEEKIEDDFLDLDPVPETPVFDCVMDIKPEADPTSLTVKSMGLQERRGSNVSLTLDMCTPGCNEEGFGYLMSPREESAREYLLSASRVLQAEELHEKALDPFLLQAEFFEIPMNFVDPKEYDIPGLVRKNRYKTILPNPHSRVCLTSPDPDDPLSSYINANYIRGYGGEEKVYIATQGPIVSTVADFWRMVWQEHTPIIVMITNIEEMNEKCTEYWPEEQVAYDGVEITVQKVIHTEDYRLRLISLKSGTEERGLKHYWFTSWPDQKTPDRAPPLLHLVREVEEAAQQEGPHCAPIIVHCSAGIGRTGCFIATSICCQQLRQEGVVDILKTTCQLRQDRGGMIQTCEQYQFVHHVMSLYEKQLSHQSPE
#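 System: STEP (striatal-enriched tyrosine phosphatase) enzyme, cell-free; medium: Bis-Tris pH 6.0 buffer with DTT, detergent; dosing: 20 µM, 1% DMSO; times: reaction 20 min, ambient temperature; detection: fluorescence, 480/540 nm; read-out basis: normalized % inhibition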
# Rpn11 block: Rpn11 (PSMD14) deubiquitinase inhibitors, primary screen, biochemical, fluorescence polarization, uHTS; hit rate 0.59% among 360,000; human 26S proteasome, Ub4-pepOG fluorescence polarization; 20S core pre-blocked with epoxomicin; AID 588493, 2011; calls only at 20 µM;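 active means inhibition at 20 µM, scaled to each plate's controls, above about 33%, limit read from the data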
# SKN-1 inh: suppressors of acrylamide-induced Pgst-4::GFP reporter in worms, primary screen, SKN-1 inhibitor project, whole organism, uHTS, GFP/RFP fluorescence ratio, strain VP596. C. elegans VP596 Pgst-4::GFP/RFP ratio, 24 h. inhibition, % at 21.8 µM. hit rate 0.49% among 360,000. AID 624304, 2012;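 active means interference check ratio from 0.5 to 1.5 plus GFP to RFP signal ratio inhibition reaching or exceeding a fixed threshold, cut at about 30% in these data, passing the limit was not always enough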; further: some compounds called inactive have numbers as strong as hits
# MT1-MMP act inh: blockers of MT1-MMP proenzyme processing, primary screen, HT1080 RFP-PRO-GFP cells, GFP/RFP fluorescence. GFP/RFP ratio change, % at 20 µM. hit rate 0.061% among 360,000. GFP/RFP ratio fluorescence, overnight; percent of plate control window, DMSO zero. Matrix metalloproteinase-14 (Homo sapiens), P50281;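 active means GFP/RFP ratio change of at least 30% with cell ATP level not reduced by more than half and red fluorescence within 50% of control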; further: strong numbers were not always called active
#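 Test system: HT1080 cells expressing an RFP-PRO-GFP fluorescent reporter construct / Compound dosing: single-point 20 µM compound, 1% DMSO / Schedule: cells overnight before dosing, compound overnight, 37 °C, 5% CO2 / Evaluation: GFP/RFP fluorescence ratio / Control set: DMSO and RFP-L50D-GFP cell wells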
# DNMT1 inh: human DNMT1 methyltransferase inhibitors, primary screen, biochemical, molecular beacon, fluorescence, HinP1I cleavage, uHTS | DNA (cytosine-5)-methyltransferase 1 (Homo sapiens), P26358 | inhibition (reported as % activation of signal), % at 10 µM | hit rate 0.83% among 360,000; in the data active means inhibition above about 50%
# The depositor's hits bear a star; i = inactive; x = not tested or not shown; + = active, no number.
SMILES,SUMO1 PPI mod,NadD inh,LMPTP inh,Scp1 inh,NRP1-CendR mod,STEP inh,Rpn11 block,SKN-1 inh,MT1-MMP act inh,DNMT1 inh
O=C(Nc1ccc2c(c1)CCC2)c1ccc(Br)o1,9,-3,-1.1,-5,-10,-3,+,18,-7,-2
COc1cc(OC)c2c(-c3cccc(-c4cccc(C)c4)c3)cc(=O)oc2c1,0,-9,2.7,7,3,2,i,10,-1,8
Cc1ccc(NC(=O)CSc2nnc(/N=C/N(C)C)s2)cc1,-1,-7,-1.7,4,2,-2,i,3,1,2
COc1ccc(CNC(=O)C2(c3ccc(Cl)cc3)CC2)cc1,-1,-2,0.4,-4,1,-2,i,2,0,1
COc1ccc(S(=O)(=O)N(C)c2nc3ccccc3n3c(CC(C)C)nnc23)cc1,-8,8,-0.5,-1,-9,1,i,9,7,1
c1ccc2c(c1)CC(CN1CCNCC1)O2 (stereo not drawn),-1,-8,0.5,-5,-5,-2,i,-3,-3,2
Cc1onc(-c2ccccc2Cl)c1C(=O)OCC(=O)c1ccccc1,-2,-7,0.3,-16,13,-2,i,3,6,-7
C#CCNC(=O)C1=C[C@H](C2CCCCC2)C[C@H](OCCCCO)O1,-3,-1,-0.5,-5,9,0,i,23,6,-32
Cc1ccc(NC(=O)C/C(N)=N/OC(=O)Nc2cccc(Cl)c2)cc1,0,1,-0.9,-6,4,-1,i,1,0,1
CN(Cc1cnccn1)C(=O)CC1C(=O)NCCN1CC(c1ccccc1)c1ccccc1 (stereo not drawn),1,1,-1.3,-9,-4,-2,i,-9,3,0
Cc1ccc(C(=O)OCCc2sc[n+](Cc3ccccc3)c2C)cc1,0,-2,-1.2,-8,-4,-1,i,4,4,4
O=C(CSc1nnc(CNC(=O)c2cccs2)o1)c1ccc(Cl)cc1,-5,0,-1.3,-5,6,-1,i,8,2,4
COC(=O)c1ccc(Cl)c(NC(=O)CN2CCOCC2)c1,3,4,-1.9,-3,-4,-2,i,-1,2,0
O=C(NC1(C(F)(F)F)N=C2SCCN2C1=O)c1cccnc1 (stereo not drawn),2,1,-1.2,-7,-3,0,i,2,3,-2
CC1(C)N([O-])C2=C(c3ccccc3C2=O)[N+](=O)C1(C)C,-36,0,-0.6,-3,0,2,i,7,-1,-2
CN1CC(=O)NC1=NC(=O)C12CC3CC(CC(C3)C1)C2,0,-4,0.6,3,8,0,i,-32,8,0
CCOC(=O)Cc1csc(NC(=O)NC2(C(F)(F)F)Oc3ccccc3O2)n1,3,0,-0.3,-11,-6,-2,i,-4,2,5
O=C(COC(=O)COc1cccc(F)c1)NCC1CCCCC1,-3,0,-0.8,5,3,-4,i,4,2,1
O=C(COC(=O)CC1CC2CCC1C2)NCc1ccc(F)cc1 (stereo not drawn),0,-4,-0.7,-12,17,-2,i,14,1,1
COc1cccc2cc(C(=O)NCc3ccc(F)cc3)c(=N)oc12,-21,1,1.7,-8,11,-1,i,9,-2,-2
CC(C)(C)NC(=O)C1C(c2ccccc2)=Nc2ccccc2N1C(=O)c1ccc(C(F)(F)F)cc1 (stereo not drawn),-1,x,1.8,x,-5,x,x,-2,-16,x
CC1=C(C(=O)OCc2ccccc2)N2C(=O)[C@@H](NC(=O)COc3ccccc3)[C@H]2SC1,1,-2,1.3,-8,-10,2,i,11,1,2
CCCCCCN1C[C@@H](n2cc(COC(=O)c3ccccc3)nn2)[C@H](O)C[C@@H]1c1ccc(OC)cc1,-4,3,6.5,x,3,-4,i,0,0,-14
CCOc1ccc(NC(=O)CSc2nc3cccnc3n2CCOC)cc1,1,0,0.2,1,1,1,i,4,-9,-1
COc1cc(C[C@H](C)[C@H](C)Cc2ccc3c(c2)OCO3)ccc1O,13,-10,3.3,-6,-5,-3,i,1,11,-13
Cc1ccnc(NC(=O)CCCOc2ccccc2)c1,0,-1,-3.0,2,0,-2,i,0,4,2
CCOC(=O)N1CCC(N2CCN(Cc3ccc(C)o3)C(CCO)C2)CC1 (stereo not drawn),-3,3,0.2,2,2,-1,i,-3,2,0
Cn1c(SCC(=O)NCc2ccc3c(c2)OCO3)nnc1-c1cccs1,-1,-2,-1.5,-8,14,1,i,-13,2,-1
COc1ccc(-c2nnc(C)c3nocc23)cc1,0,18,3.7,5,-100,3,+,13,-5,-11
Cc1ccc(S(=O)(=O)N2CCC(C(=O)NCc3ccccc3Cl)CC2)cc1,-3,0,0.0,2,6,-1,i,10,5,1

# Retrieved by compound from the entries so far:
SMILES,SUMO1 PPI mod,NadD inh,LMPTP inh,Scp1 inh,NRP1-CendR mod,STEP inh,Rpn11 block,SKN-1 inh,MT1-MMP act inh,DNMT1 inh
Cn1c(SCC(=O)NCc2ccc3c(c2)OCO3)nnc1-c1cccs1,-1,-2,-1.5,-8,14,1,i,-13,2,-1
CC(C)(C)NC(=O)C1C(c2ccccc2)=Nc2ccccc2N1C(=O)c1ccc(C(F)(F)F)cc1 (stereo not drawn),-1,x,1.8,x,-5,x,x,-2,-16,x

# Next part
SMILES,SUMO1 PPI mod,NadD inh,LMPTP inh,Scp1 inh,NRP1-CendR mod,STEP inh,Rpn11 block,SKN-1 inh,MT1-MMP act inh,DNMT1 inh
COC(=O)c1sc2nc(C)nc(SCC(=O)N3CCC(C(=O)O)CC3)c2c1C,-4,3,-0.2,-3,2,2,i,9,1,0
CCOC(=O)C1CCN(C(=O)COC(=O)c2oc3ccccc3c2C)CC1,-3,-6,-1.2,-10,3,-1,i,6,3,-4
CC(C)(C)NC(=O)Cn1c(SCC(=O)NC2CCCC2)nc2ccccc21,3,-2,-0.7,-2,-11,0,i,6,0,1
O=C(N[C@H]1c2ccccc2C[C@H]1O)[C@H]1O[C@@H](n2ccc(=O)[nH]c2=O)[C@H](O)[C@@H]1O,-3,1,-1.0,x,8,-3,i,-6,2,2
O=C1OC2(CCCCC2)OC(=O)C1=CNc1nc2ccccc2s1,-1,4,-0.5,-5,-19,-1,i,-7,1,0
O=C(NCc1ccccc1)C(c1ccccc1)n1c(C2CC2)nc2ccccc21 (stereo not drawn),-3,x,0.3,x,-12,x,x,6,1,x
Cc1cccc(-c2nc3ccccc3c3nncn23)c1,6,3,-0.8,-3,13,-1,i,7,-7,0
CC(=O)c1ccc(OCc2cc(C(=O)N3CCCCCCC3)no2)cc1,2,-7,-0.5,-5,0,-1,i,5,7,1
CC(=O)Nc1ccc(NS(=O)(=O)c2cc(C)sc2C)cc1,-8,3,-0.1,0,3,0,i,-8,-4,-1
CCCCc1c(O)c2ccccc2[nH]c1=O,2,-1,-0.9,-15,17,-4,i,-7,2,0

# 12 entries from above in a different format:
SMILES	SUMO1 PPI mod	NadD inh	LMPTP inh	Scp1 inh	NRP1-CendR mod	STEP inh	Rpn11 block	SKN-1 inh	MT1-MMP act inh	DNMT1 inh
Cc1ccnc(NC(=O)CCCOc2ccccc2)c1	0	-1	-3.0	2	0	-2	i	0	4	2
CCOC(=O)N1CCC(N2CCN(Cc3ccc(C)o3)C(CCO)C2)CC1 (stereo not drawn)	-3	3	0.2	2	2	-1	i	-3	2	0
Cn1c(SCC(=O)NCc2ccc3c(c2)OCO3)nnc1-c1cccs1	-1	-2	-1.5	-8	14	1	i	-13	2	-1
COc1ccc(-c2nnc(C)c3nocc23)cc1	0	18	3.7	5	-100	3	+	13	-5	-11
Cc1ccc(S(=O)(=O)N2CCC(C(=O)NCc3ccccc3Cl)CC2)cc1	-3	0	0.0	2	6	-1	i	10	5	1
COC(=O)c1sc2nc(C)nc(SCC(=O)N3CCC(C(=O)O)CC3)c2c1C	-4	3	-0.2	-3	2	2	i	9	1	0
CCOC(=O)C1CCN(C(=O)COC(=O)c2oc3ccccc3c2C)CC1	-3	-6	-1.2	-10	3	-1	i	6	3	-4
CC(C)(C)NC(=O)Cn1c(SCC(=O)NC2CCCC2)nc2ccccc21	3	-2	-0.7	-2	-11	0	i	6	0	1
O=C(N[C@H]1c2ccccc2C[C@H]1O)[C@H]1O[C@@H](n2ccc(=O)[nH]c2=O)[C@H](O)[C@@H]1O	-3	1	-1.0	x	8	-3	i	-6	2	2
O=C1OC2(CCCCC2)OC(=O)C1=CNc1nc2ccccc2s1	-1	4	-0.5	-5	-19	-1	i	-7	1	0
O=C(NCc1ccccc1)C(c1ccccc1)n1c(C2CC2)nc2ccccc21 (stereo not drawn)	-3	x	0.3	x	-12	x	x	6	1	x
Cc1cccc(-c2nc3ccccc3c3nncn23)c1	6	3	-0.8	-3	13	-1	i	7	-7	0

# Continued:
SMILES,SUMO1 PPI mod,NadD inh,LMPTP inh,Scp1 inh,NRP1-CendR mod,STEP inh,Rpn11 block,SKN-1 inh,MT1-MMP act inh,DNMT1 inh
Cc1ccc(O)c(-c2cc3ccccc3[nH]2)c1,-3,-1,3.0,-2,-14,1,i,17,5,-45
C=CCc1cc(C=O)cc(OCC)c1OCc1ccc(Cl)cc1,1,-1,2.0,-5,1,3,i,15,-3,15
CCOC(=O)CNC(=O)Cn1cnc2sc(C)c(S(=O)(=O)N3CCC(C)CC3)c2c1=O,-4,1,-1.2,8,-15,1,i,-10,0,1
COc1ccc(S(=O)(=O)n2oc(=O)cc2-c2ccccc2)cc1,-17,3,-0.6,6,5,-2,i,-12,-7,-1
Cn1c(/C(C#N)=N/O)nc2ccccc21,1,1,2.1,4,3,-2,i,-6,4,0
O=C(CSc1nnnn1Cc1ccccc1)N1CCN(c2ccccc2)CC1,24,3,-0.8,8,4,-4,i,-12,-7,2
Cc1cc(C)cc(NC(=O)Cn2ncn3c(cc4ccccc43)c2=O)c1,-3,2,-1.3,6,-10,-3,i,-4,-4,-7
CC(=O)N1N=C(c2ccccc2)CC1c1ccc2c(c1)OCO2 (stereo not drawn),0,-2,0.3,-9,-2,-2,i,6,-1,1
Cc1ccn2c(NC(=O)c3cccs3)c(-c3ccccc3)nc2c1,7,-2,-0.9,-9,-8,2,i,0,-1,7
